Bioassay records (PubChem BioAssay)
HIF act: HIF pathway transcriptional activators, primary screen, cell-based, U2OS HRE-luciferase, luminescence; 300,000 compounds, 0.32% hits; activation, % at 7.5 µM (by protocol); U2OS HRE-luciferase reporter; normalized: DMSO 0%, desferrioxamine 100%;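 active = mean activation of at least 10% of the iron chelator positive control signal, with at least half of replicates also reaching 10%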
HSP90 inh: HSP90 inhibitors, primary screen, cell lysate, luminescence. Heat shock protein HSP 90 (rabbit reticulocyte lysate; luciferase refolding). Rabbit reticulocyte lysate, luciferase refolding luminescence, 3 h. inhibition, % at 5.6 µM. 290,000 compounds, 0.91% hits;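 active = inhibition above the screen-wide mean plus 3 SD, computed separately per campaign, cut at about 16% in these data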;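 note: 0% = DMSO wells and 100% = 60 µM geldanamycin wells; inhibitors lower the luminescence because luciferase stays unfolded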
SKKanGAS inh: S. pyogenes SKKanGAS growth inhibitors in kanamycin, primary screen, streptokinase expression inhibitor project, SKKanGAS strain, BacTiter-Glo luminescence. 6 h. inhibition, % at 7.5 µM. 300,000 compounds, 1.3% hits;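 active = mean replicate score, as percent of positive control median, at least 50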;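 note: strain carries kanamycin resistance gene driven by streptokinase promoter and grows in 40 µg/ml kanamycin; loss of luminescence reflects streptokinase promoter inhibition or plain growth inhibition; 0% = median of DMSO wells and 100% = positive control at its reference dose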
aSyn UTR inh: MLPCN primary screen, SNCA 5' untranslated region | alpha-synuclein 5'UTR reporter, inhibitor activity | inhibition, % (tested at 7.5 µM) | 300,000 compounds, 0.82% hits; in the data active = inhibition above about 60%;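 note: H4 neuroglioblastoma cells stably carrying SNCA 5'UTR luciferase fusion; 0% = DMSO wells and 100% = positive control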
HSF1 inhib: HSF1 inhibitors in luciferase reporter cells, primary screen, cell-based, NIH3T3, luminescence | NIH3T3-HGL HSE-luciferase, MG132-induced, luminescence 8 h; stronger effect = lower value | activity change, negative = inhibition, % at 7.5 µM (by protocol) | 300,000 compounds, 0.77% hits | AID 2098, 2009;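 active = more than half of replicate wells show activity change below -50%, luminescence cut by over half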;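 note: luciferase reports HSF-1 transcriptional activity via heat shock element; 0% = median of DMSO wells and -100% = zero luminescence signal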
KLF5 inh: KLF5 expression inhibitors, primary screen, DLD-1 cells, luminescence; DLD-1 KLF5 promoter-luciferase reporter; inhibition, % at 5 µM; 290,000 compounds, 0.23% hits; AID 1700, 2009;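 active = inhibition above a per-plate limit of that plate's mean compound inhibition plus 3 SD, cut at about 60% in these data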;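 note: 0% = DMSO wells and 100% = LY294002 at 200 µM; higher means less KLF5 promoter-driven luciferase light; inactives centre near -14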
Platelet DG rel: inhibitors of platelet dense granule secretion, primary screen, cell-based, MLPCN, human platelets. AID 1663, 2009. human platelet-rich plasma, SFLLRN dense granule ATP release, luminescence. 300,000 compounds, 0.22% hits. inhibition, %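 (compounds screened at 7.5 µM in platelet-rich plasma)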;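 active = mean replicate score, as percent of positive control, at or above 50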
HSF1 activator: HSF-1 activators, primary screen, NIH3T3-HGL cells, MG132 stress, luminescence, single point; NIH3T3-HGL HSF-1 luciferase reporter, 8 h; 100% = twice DMSO control signal; activation, % at 9 µM; AID 504408, 2011; 300,000 compounds, 1.7% hits;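 active = mean replicate activation of at least 50% with a set share of replicates each reaching 50%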;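 note: 0% = median of the neutral control wells and 100% = twice that signal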
IEC-6 cytotox: cytotoxicity in IEC-6 intestinal epithelial cells, primary screen, cytotoxicity control for KLF5 inhibitor project, cell-based, luminescence; 290,000 compounds, 0.78% hits; inhibition, % at 5 µM; IEC-6 cytotoxicity, luminescence viability; in the data active = inhibition above about 22%;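 note: 0% = plate median of test compound wells and 100% = cytotoxic reference compound wells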
AI-2 QS modul: Vibrio harveyi AI-2 quorum sensing modulators, primary screen, JMH597 strain, luminescence/OD600 ratio; Vibrio harveyi JMH597 AI-2 luminescence/OD600 ratio, 9 h; stronger effect = lower value; strain lacks LuxN and CqsS sensors; 0 = neutral-control median; activity change, % at 7.5 µM; 300,000 compounds, 0.4% hits; AID 2094, 2009; in the data active = activity change below about -75%, passing the limit was not always enough;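 note: luminescence divided by OD600 gain over 9 h not by final OD600 alone; inactives centre near 13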
Active calls of the source: *; · = not tested or not shown. These rows are one share of the data (hit frequency here may not be typical).

Under each structure: HIF act, HSP90 inh, SKKanGAS inh, aSyn UTR inh, HSF1 inhib, KLF5 inh, Platelet DG rel, HSF1 activator, IEC-6 cytotox, AI-2 QS modul
- O=C(CN1CCCCC1)c1ccccc1F
  -0.4, 3, ·, -23, 5, -3, -9, 27, 14, -1
- O=C(O)[C@H]1NC[C@H]2C[C@H]21
  -0.3, 2, 11, 4, -1, -12, 2, -15, 5, 16
- COc1ccc(CCN(C)Cc2ccc(F)cc2F)cc1OC
  -0.2, 3, -1, 1, -4, -24, -7, 6, -9, 4
- Cc1cccc(-n2c(O)c(C=NCc3cccnc3)c(=O)[nH]c2=O)c1C
  0.4, -3, -8, 8, -4, -11, -15, 16, -1, 3
- CC/C=C/CC(=O)N[C@@H](c1ccccc1)[C@@H](O)C(=O)O[C@H]1C[C@@]2(O)[C@@H](OC(=O)c3ccccc3)C3[C@](C)(C(=O)[C@H](OC(C)=O)C(=C1C)C2(C)C)[C@@H](O)C[C@H]1OC[C@@]31OC(C)=O (stereo partly specified)
  1.0, -1, 0, 77*, -9, 49, 8, -12, 92*, 28
- CCN1CCN(Cc2ccccc2C)CC1
  0.6, 5, 4, -7, -4, -21, 1, 0, 1, 2
- CCC(CC)NC1CCCCC1OC (stereo unspecified)
  -0.2, -5, -7, 5, -19, -16, 23, 8, 2, 9
- CCN(CC)Cc1c[nH]c2ccccc12
  ·, 1, ·, ·, ·, 5, ·, ·, 8, 18
- CC(=O)OC1(c2ccccc2)CCN(C)C2CCCCC21 (stereo unspecified)
  0.0, 2, -3, 20, -52*, -25, -7, -62, 1, 34
- Nc1c2c(nc3sc4c(c13)CCCCC4)CCCC2
  3.7, 2, -3, -139, 17, -58, -2, 25, 10, 22
- CCC1C(c2ccccc2)NC(c2ccccc2)CC1(O)c1ccc(F)cc1 (stereo unspecified)
  -0.2, 2, 9, 12, 3, 8, 9, -5, -7, 32
- Cc1ccc(-c2cc(C(=O)N3CCC4(CC3)OCCO4)no2)cc1
  0.7, 2, 7, -14, 3, -37, 2, -2, 0, -61
- COc1ccc([C@@H](O)[C@@H](N)c2ccccc2)cc1
  -0.2, ·, -4, 5, -5, ·, 5, 13, ·, 8
- Cc1ccsc1C(=O)C1CCCN(Cc2ccc(O)cc2)C1 (stereo unspecified)
  0.6, 2, -19, -25, -2, 0, -4, 2, 0, -2
- CNC(=S)N(C)CCc1cc2c(c(OC)c1C=C1C(=O)NC(=O)NC1=O)OCO2
  -0.6, -4, -4, -1, -10, 4, -13, 13, -4, 2

Grouped by structure: the entries above with an aryl methoxy group (3)
Under each structure: HIF act, HSP90 inh, SKKanGAS inh, aSyn UTR inh, HSF1 inhib, KLF5 inh, Platelet DG rel, HSF1 activator, IEC-6 cytotox, AI-2 QS modul
- COc1ccc(CCN(C)Cc2ccc(F)cc2F)cc1OC
  -0.2, 3, -1, 1, -4, -24, -7, 6, -9, 4
- COc1ccc([C@@H](O)[C@@H](N)c2ccccc2)cc1
  -0.2, ·, -4, 5, -5, ·, 5, 13, ·, 8
- CNC(=S)N(C)CCc1cc2c(c(OC)c1C=C1C(=O)NC(=O)NC1=O)OCO2
  -0.6, -4, -4, -1, -10, 4, -13, 13, -4, 2

(list continues)
Under each structure: HIF act, HSP90 inh, SKKanGAS inh, aSyn UTR inh, HSF1 inhib, KLF5 inh, Platelet DG rel, HSF1 activator, IEC-6 cytotox, AI-2 QS modul
- COC(=O)OCC12CCC(O1)C1(C)C(=O)OCC21 (stereo unspecified)
  0.0, 4, 17, 9, -10, -26, 3, 9, -2, 23
- CCN(CC)c1ccc(/C=C2/C(=O)NC(=O)N(Cc3ccco3)C2=O)cc1
  0.2, 5, -14, -1, -8, -3, -4, -1, -5, 3
- O=P(C(Cl)Cl)(N1CCCCC1)N1CCCCC1
  -0.7, 2, 1, -4, -5, -43, -5, -2, -5, 24
- CCOc1ccc(C(C)=O)cc1Cn1ccsc1=N
  -0.3, -2, -3, 1, -6, -37, 4, -2, -4, 38
- O=[N+]([O-])c1ccc(N2CCNCC2)cc1N1CCCCCC1
  -0.1, -2, -3, 17, -8, -17, -4, -8, -2, -5
- O=C1NC(=O)N(Cc2ccccc2)C(=O)/C1=C\C=C\c1ccco1
  1.4, 3, 3, -222, 32, -20, -1, 71*, -3, 15
- Cc1cc(OC(=O)N(C)C)nc(-c2ccc(C)c(Cl)c2)n1
  0.1, -2, -2, -11, 4, -7, 6, 9, -3, 20
- COC(=O)C[C@]1(C(=O)OC)CN(C#N)N(c2ccc(Cl)cc2)C12c1ccccc1-c1ccccc12
  -3.5, 32*, -28, 96*, -94*, 37, 8, -94, 101*, 6
- CN1C2C=C(N(C(=O)c3ccc(Cl)cc3)c3ccccc3)CC1CC2 (stereo unspecified)
  0.1, 4, 3, 15, -1, -9, 7, -4, -4, 3
- COc1ccc(-c2cc(=O)c3c(OC)c(OC)c(OC)cc3o2)cc1
  0.2, -1, -6, -4, 4, -23, 0, 8, 0, 31
- O=c1oc2ccccc2c(O)c1C(c1ccc([N+](=O)[O-])cc1)c1c(O)c2ccccc2oc1=O
  0.1, -8, 62*, 3, 10, -13, 0, 20, 2, 16
- Cc1ccc2cc(C=C(C#N)C#N)c(Cl)nc2c1
  0.4, 0, 2, -79, -10, 4, 11, 2, -4, 19
- Cc1ccccc1N1C(=O)CC(=O)N(c2ccccc2C)C1=O
  0.0, 0, -17, 14, 0, 0, -11, 19, -3, -5
- O=C(NCC(c1cccnc1)N1CCN(c2ccccc2)CC1)Oc1ccccc1 (stereo unspecified)
  -0.1, -2, -1, -2, 2, -20, -5, -6, -7, 19
- Cc1cccc(-n2c(/C=C/c3ccccn3)nc3ccccc3c2=O)c1
  -0.8, -2, -8, 4, -2, -21, -1, 20, -2, 26
- CCOC(=O)C1C(=O)N(C)C2(C)CC1c1cc(OC)ccc1O2 (stereo unspecified)
  0.2, 0, 0, 16, -4, -15, 1, -16, 4, 32
- CN1CCC2(O)OCCCC2C1 (stereo unspecified)
  -0.5, 1, 0, 11, -1, -26, 3, 9, 0, 4
- CCN(CC)S(=O)(=O)c1ccc(NN=C(C#N)C#N)cc1
  -0.4, 1, 15, -13, -1, 8, 2, 21, 8, 16
- NC(=O)c1ccc(N=Cc2c(O)n(Cc3ccco3)c(=O)[nH]c2=O)cc1
  -0.6, 9, -7, 8, -5, -1, -7, 2, -10, 16
- Cc1ccc(S(=O)(=O)NCCC(=O)Nc2ccc(Cl)cc2C(=O)c2ccccc2)cc1
  -0.5, 1, 8, -6, 1, -12, -1, -4, -4, 9
- CCn1c(O)c(C=NCc2cccs2)c(=O)[nH]c1=O
  -0.2, -2, -9, 14, 2, 5, 1, 7, 2, 6
- O=C(/C=C/C=C/c1ccccc1)CC1(O)C(=O)Nc2ccccc21 (stereo unspecified)
  1.5, 0, 7, -54, 20, -18, 5, 35, 1, -27
- Cc1cccc(CCNCc2cc3ccc(C)cc3[nH]c2=O)c1
  -1.0, 4, -1, 21, -3, 9, -4, -14, 6, -6
- COc1ccccc1CN1CCN(C(=O)COc2ccc3ccccc3c2)CC1
  0.0, -2, 2, -3, -2, -21, -1, -12, -5, 15
- CCN1C(=O)c2ccccc2Sc2ccc(C(=O)N3CCC4(CC3)OCCO4)cc21
  0.3, -1, -3, 5, 3, -22, -2, 4, 2, 21
- Fc1ccc2c(c1)nnn2C1CCN(Cc2c(Cl)cccc2Cl)CC1
  -0.1, 6, -4, 20, -3, -19, 3, 3, -4, 11
- Cc1cc(C)c(C2=NOC(O)(C(F)(F)F)C2)c(=O)[nH]1 (stereo unspecified)
  -0.5, -3, -10, 18, -4, -16, 2, 3, 1, 18
- CC(C)C(=O)c1cn(Cc2ccc(C#N)cc2)c2ccccc12
  -0.6, 2, -1, 21, 3, 18, -1, 10, -5, 13
- Cc1cc(OCC(=O)N[C@@H](Cc2ccccc2)C(=O)O)c2c3c(c(=O)oc2c1)CCCC3
  0.3, -1, 9, 32, 6, -27, -1, 11, -2, 19
- O=C(N/N=C/c1c(O)n(CCc2ccccc2)c(=O)[nH]c1=O)c1ccccc1
  1.3, 0, 55*, 12, 23, -48, 0, 45, -2, 1

Fetched by structure from above (3):
Under each structure: HIF act, HSP90 inh, SKKanGAS inh, aSyn UTR inh, HSF1 inhib, KLF5 inh, Platelet DG rel, HSF1 activator, IEC-6 cytotox, AI-2 QS modul
- Cc1cc(C)c(C2=NOC(O)(C(F)(F)F)C2)c(=O)[nH]1 (stereo unspecified)
  -0.5, -3, -10, 18, -4, -16, 2, 3, 1, 18
- Cc1ccc(S(=O)(=O)NCCC(=O)Nc2ccc(Cl)cc2C(=O)c2ccccc2)cc1
  -0.5, 1, 8, -6, 1, -12, -1, -4, -4, 9
- Cc1cccc(CCNCc2cc3ccc(C)cc3[nH]c2=O)c1
  -1.0, 4, -1, 21, -3, 9, -4, -14, 6, -6

The list goes on:
Under each structure: HIF act, HSP90 inh, SKKanGAS inh, aSyn UTR inh, HSF1 inhib, KLF5 inh, Platelet DG rel, HSF1 activator, IEC-6 cytotox, AI-2 QS modul
- CCn1cc(C(=O)N2CCOCC2)c2ccccc21
  -0.6, 1, 2, -3, -5, -11, 2, -7, 2, 23
- COCCOC(=O)C1=C(N)OC(C)=C(C(=O)OC)C12C(=O)Nc1ccccc12 (stereo unspecified)
  -0.2, -2, -4, -27, -1, 13, 2, -2, 7, 16
- O=C1CCCC2=C1C(c1cccnc1)Nc1ccccc1N2 (stereo unspecified)
  0.8, 2, -3, -1, -2, 3, 3, 15, 1, 13
- CCOC(=O)c1c(N)n(Cc2ccc(OC)cc2)c2nc3ccccc3nc12
  -0.7, 2, 7, 7, 5, -3, -1, 10, 8, 18
- Cc1c(N=Nc2c(O)[nH]c(=O)[nH]c2=O)c(=O)n(-c2ccccc2)n1C
  0.6, 3, -24, 9, -3, -5, 12, 0, 1, 13
- CCC(=NCCO)c1c(O)n(-c2ccccc2)c(=O)[nH]c1=O
  -0.1, 7, 2, -2, 3, -22, 1, -10, 8, 7
- COc1ncccc1C(=O)NCC(CC(=O)O)c1ccccc1 (stereo unspecified)
  -1.3, -1, -1, -3, -5, 7, -7, -16, -4, 3
- CN(C)c1nc(-c2ccccc2)[n+](C)s1
  0.2, 1, -2, -3, 2, -36, 2, -1, 0, 19
- FC(F)(F)c1ccc(NC2=NCCCS2)cc1
  2.1, 0, 2, -69, 5, -35, ·, 2, 3, 10
- CCOC(=O)C1(CCCc2ccccc2)CCN(C2CCC2)CC1
  0.5, -2, -6, -23, -9, -17, 11, 1, 3, 13
- CCCCn1c(=O)c(C(=O)Nc2ccccn2)c(O)c2ccccc21
  -0.8, 4, 53*, 18, -4, -26, -8, -5, 4, 21
